# Compound activity deposited in PubChem BioAssay by several laboratories.
# CSN inh: inhibitors of CSN-mediated cullin deneddylation, primary screen, biochemical, fluorescence polarization, uHTS; 360,000 tested, 0.38% active; inhibition, % at 12.5 µM; Purified CSN, SCF-Nedd8-OG deneddylation;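 active = pattern-corrected inhibition above about 35%, with an unprinted fluorescence ratio check between 0.5 and 1.5, limit read from the data, passing the limit was not always enough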;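 also: 0% = enzyme with substrate and 100% = substrate without enzyme; some results filed as inactive read as strong as hits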
#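 assay system = purified human Csn5 enzyme expressed in HEK293T cells | amount = 0.24 nM enzyme | buffer or medium = Tris/NaCl/DTT buffer, pH 7.5 | reagent = 10 nM SCFSkp2-Nedd8OG | compound = one concentration, 12.5 µM, 0.25% DMSO | times = 90 min reaction at room temperature | signal = FP | read-out basis = % inhibition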
# LMPTP inh: LMPTP phosphatase inhibitors, primary screen, biochemical, fluorescence intensity, uHTS; AID 651560, 2012; Low molecular weight phosphotyrosine protein phosphatase (Homo sapiens), P24666; 360,000 tested, 0.22% active; recombinant LMPTP-A, OMFP fluorogenic substrate; inhibition, % at 20 µM;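 active = compounds that cut the enzyme signal by at least half of the control window in the single-dose screen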;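 also: plate controls were DMSO wells with enzyme plus substrate for no effect and substrate without enzyme for full effect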
# Target sequence (P24666 whole entry, looked up): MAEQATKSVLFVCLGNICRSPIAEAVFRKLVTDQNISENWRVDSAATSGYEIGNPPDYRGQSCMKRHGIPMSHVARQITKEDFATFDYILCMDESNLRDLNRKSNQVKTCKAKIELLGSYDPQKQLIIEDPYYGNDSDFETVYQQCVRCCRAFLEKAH
#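 Test system: LMPTP-A phosphatase enzyme; input: 0.625 nM LMPTP-A final; reagent: OMFP substrate, 400 µM final; compound dosing: 20 µM single dose, 3% DMSO; incubation: 50 min dark incubation at room temperature; measured by: endpoint fluorescence intensity from OMFP dephosphorylation; measure: % inhibition relative to no-enzyme and uninhibited control wells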
# MsrA inhibitor: bovine MsrA enzyme inhibitors, primary screen, biochemical, absorbance, HTS | AID 651718, 2012 | inhibition, % at 15.5 µM | 360,000 tested, 0.75% active | Methionine sulfoxide reductase A (Bos taurus) | purified bovine MsrA, absorbance read-out; in the data active = inhibition above about 4.5%;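 also: 0% = vehicle wells with enzyme and 100% = reference inhibitor wells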
# TbMetRS inhib: T. brucei MetRS inhibitors, primary screen, biochemical, luminescence | methionyl-tRNA synthetase (Trypanosoma brucei brucei) | purified T. brucei MetRS, ATP depletion, Kinase-Glo luminescence | inhibition, % at 11.9 µM | 360,000 tested, 0.4% active;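 active = inhibition above a per-plate cutoff of the control wells' mean inhibition plus 3 SD, cut at about 5.5% in these data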;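 also: 0% = DMSO wells median and 100% = median of wells with control inhibitor compound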
#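 Material: parasite MetRS enzyme / Replication: singlicate, one well per compound / Signal: luminescence of leftover ATP / Schedule: 2 h aminoacylation at 25 °C after 15 min preincubation / Medium: HEPES-MgCl2-KCl buffer plus DTT, spermine, BSA, pyrophosphatase / Doses: 11.9 µM single point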
# NadD block: inhibitors of S. aureus NadD, primary screen, biochemical, colorimetric, uHTS; AID 602399, 2012; inhibition, % at 20 µM; 360,000 tested, 0.78% active; purified NadD enzyme, colorimetric absorbance read-out; Nicotinate-nucleotide adenylyltransferase NadD (Staphylococcus aureus N315); in the data active = inhibition above about 26%; also: some compounds past the cut are filed as inactive
# DNMT1 inh: human DNMT1 methyltransferase inhibitors, primary screen, biochemical, molecular beacon, fluorescence, HinP1I cleavage, uHTS; DNA (cytosine-5)-methyltransferase 1 (Homo sapiens), P26358; inhibition (reported as % activation of signal), % at 10 µM; 360,000 tested, 0.83% active; AID 588458, 2011; in the data active = inhibition above about 50%
# Rpn11 block: Rpn11 (PSMD14) deubiquitinase inhibitors, primary screen, biochemical, fluorescence polarization, uHTS. human 26S proteasome, Ub4-pepOG fluorescence polarization; 20S core pre-blocked with epoxomicin. AID 588493, 2011. calls only at 20 µM. 360,000 tested, 0.59% active. 26S proteasome non-ATPase regulatory subunit 14 (Homo sapiens), O00487;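 active = inhibition at 20 µM, scaled to each plate's controls, above about 33%, limit read from the data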
# Target sequence (O00487 whole entry, looked up): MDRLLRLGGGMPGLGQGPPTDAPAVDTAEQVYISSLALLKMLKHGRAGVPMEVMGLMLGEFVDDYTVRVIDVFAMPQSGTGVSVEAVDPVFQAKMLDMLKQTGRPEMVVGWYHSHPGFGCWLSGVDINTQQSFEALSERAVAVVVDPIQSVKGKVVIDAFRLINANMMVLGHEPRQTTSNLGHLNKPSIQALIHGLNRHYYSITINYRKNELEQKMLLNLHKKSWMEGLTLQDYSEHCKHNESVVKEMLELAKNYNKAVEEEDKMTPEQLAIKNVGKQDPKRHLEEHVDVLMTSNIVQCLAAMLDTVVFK
# STEP block: STEP phosphatase inhibitors, primary screen, biochemical, fluorescence intensity, uHTS; AID 588621, 2011; recombinant STEP, OMFP fluorogenic substrate; inhibition, % at 20 µM; 360,000 tested, 0.25% active;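 active = inhibition at 20 µM, scaled per plate between control wells, above about 37%, limit read from the data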;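 also: 0% = DMSO with enzyme and substrate and 100% = substrate only without enzyme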
#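 Test system: STEP tyrosine phosphatase / Reagent: OMFP at 25 µM / Doses: 20 µM, 1% DMSO / Read-out: percent inhibition scaled to no-enzyme and uninhibited-enzyme controls, plate-pattern corrected / Detection: FITC-channel fluorescence of OMFP product / Medium: Bis-Tris buffer pH 6.0, 2.5 mM DTT, 0.005% Tween 20 / Schedule: 20 min at room temperature, dark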
# Scp1 inh: Scp-1 phosphatase inhibitors, primary screen, biochemical, colorimetric, uHTS; Recombinant Scp1, phosphopeptide, malachite green phosphate absorbance; inhibition, % at 20 µM; 340,000 tested, 0.88% active;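 active = inhibition above about 50% at 20 µM, limit read from the data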;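 also: plate controls were DMSO wells with enzyme for no effect and wells lacking enzyme for full effect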
# Target sequence (Q9GZU7 76-261 limits assumed): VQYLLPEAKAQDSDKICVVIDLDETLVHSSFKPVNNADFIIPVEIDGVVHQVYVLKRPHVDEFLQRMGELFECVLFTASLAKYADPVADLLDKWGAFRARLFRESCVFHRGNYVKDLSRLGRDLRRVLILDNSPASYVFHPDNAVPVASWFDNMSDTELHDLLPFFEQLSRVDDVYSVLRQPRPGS
#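 System: truncated SCP-1 phosphatase (76-261aa); medium: Tris acetate buffer pH 5.5 with MgCl2 and Tween-20; incubation: 45 min room-temperature reaction, 5 min colour, 30 min stabiliser; compound: single 20 µM dose, 1% DMSO; reagent: Phosphorylated 17-residue peptide substrate; read-out: % inhibition at 20 µM; technique: colorimetric free-phosphate detection, absorbance 630 nm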
# SUMO1 PPI mod: modulators of SUMO1 protein-protein interactions, primary screen, biochemical, uHTS. Small ubiquitin-related modifier 1 (Homo sapiens), P63165. SUMO1 binding to a labelled peptide, TR-FRET, 1 h. inhibition, % at 20 µM. 360,000 tested, 0.33% active. AID 602429, 2012; in the data active = inhibition above about 37%
# Target sequence (P63165 whole entry, looked up): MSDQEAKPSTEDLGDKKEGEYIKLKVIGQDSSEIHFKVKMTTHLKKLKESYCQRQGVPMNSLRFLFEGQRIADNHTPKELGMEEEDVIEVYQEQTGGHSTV
# * marks the source's active call; other numbers are inactive results; i = inactive; . = no result given.
SMILES,CSN inh,LMPTP inh,MsrA inhibitor,TbMetRS inhib,NadD block,DNMT1 inh,Rpn11 block,STEP block,Scp1 inh,SUMO1 PPI mod
O=C(Nc1ccccc1)c1sc(Cl)nc1-c1ccccc1,-1.3,-1.0,-0.6,-0.8,-3.2,-1.6,i,0.6,-4.4,0.2
CCCNC(=O)C1(C)CCN(Cc2ccc(-c3ccccn3)cc2)C1 (stereo not drawn),-3.5,-0.8,0.2,0.1,-2.7,-1.8,i,-1.9,.,-0.4
CC(C)CC(=O)Nc1ccc(F)c(Cl)c1,4.5,-1.5,-0.5,-1.0,-2.0,-1.4,i,-2.9,-8.0,-2.9
CN(C)S(=O)(=O)c1ccc(Cl)c(C(=O)OCC(=O)NC(=O)NC2CCCC2)c1,-4.0,-0.3,0.5,-0.2,-2.3,-3.0,i,-3.0,-10.2,2.9
CCc1nnc(NS(=O)(=O)c2ccccc2)s1,5.3,-1.5,-0.2,-0.2,-0.7,-3.2,i,-2.9,-12.1,6.4
O=C(OCC(=O)N1CCN(C(=O)COC(=O)c2ccccc2NCCO)CC1)c1ccccc1NCCO,0.2,-0.7,2.0,0.3,6.4,2.3,i,-0.2,-3.4,12.2
CC1(C)OC(=O)CC1C(=O)NCc1ccccc1 (stereo not drawn),0.0,-1.3,-0.2,-0.7,-2.3,-0.9,i,-10.3,-3.3,0.8
COc1cccc(N/C=C/C(=O)c2ccc(C)cc2)c1,6.7,3.4,2.1,-1.5,-1.5,0.0,i,4.2,-4.7,-24.5
Cc1onc(-c2ccccc2)c1C(=O)NCCc1c[nH]c2ccccc12,-3.5,-0.5,0.2,-1.1,1.7,-4.7,i,3.9,-4.9,-1.1
COC(=O)c1c(NC(=O)c2ccco2)sc(C(=O)N2CCCC2)c1C,-1.3,0.0,2.4,-0.5,2.0,4.7,i,4.4,-8.0,7.0
CC(C)(O)C#Cc1ccc(CNC[C@H]2O[C@@H](n3cnc(C(N)=O)n3)[C@H](O)[C@@H]2O)s1,2.4,-0.8,-0.8,-1.6,-1.7,-0.3,i,1.6,-10.9,2.8
O=C(NCc1ccc(Cl)cc1)C1CCN(C(=O)c2ccc(Cl)cc2)CC1,0.6,-0.2,0.9,-0.6,-11.9,2.8,i,0.2,9.8,-1.5
O=S1(=O)N[C@@H](CC2CCCCC2)COc2cc(Br)ccc21,-4.9,0.6,-0.7,-2.0,-0.2,5.7,i,-0.1,1.3,25.4
COc1ccc2oc(=O)cc(CN(C)Cc3ccccc3)c2c1,-3.5,-0.1,1.9,-0.5,-2.9,-0.4,i,-4.8,0.3,-0.7
CC(C)C(OC(=O)c1cc2sccc2n1C)C(=O)NCC1CCCO1 (stereo not drawn),-4.8,-0.9,0.6,-1.4,8.6,0.7,i,-1.0,-5.5,-5.2
Cc1ccc(NCc2n[nH]c(=S)n2-c2cccc(Cl)c2)cc1,-2.3,0.3,0.2,-0.1,0.9,-1.6,i,0.2,-6.0,2.2
CCCOc1ccc(NC(=O)CC2Nc3ccccc3NC2=O)cc1 (stereo not drawn),1.1,3.1,0.6,-0.5,-0.2,2.3,i,-1.9,-5.4,-0.8
O=C(NCc1n[nH]c(=S)n1-c1cccc(C(F)(F)F)c1)c1ccc(S(=O)(=O)N2CCCC2)cc1,-3.3,-1.0,0.4,-0.7,3.4,-0.4,i,-0.9,-0.9,-0.6
O=C(O)CCS(=O)(=O)c1cccc2cccnc12,0.8,-0.9,0.6,-1.5,8.8,2.8,i,-3.1,-2.7,1.6
Cc1cc2ccccc2nc1SCC(=O)N1CCCC1,-1.6,0.3,0.6,-0.7,9.5,0.7,i,-2.8,-1.1,1.2
Clc1ccc(/C=N/N2CCN(Cc3ccccc3Cl)CC2)cc1,-0.1,1.9,0.1,0.2,10.8,0.2,i,2.9,-4.0,-2.7
CC(C)(C)NC(=O)CN1CCCN(C(=O)c2cccc(S(=O)(=O)N3CCc4ccccc43)c2)CC1,1.7,-0.9,0.6,-0.2,-3.1,-3.6,i,-2.1,-1.4,-5.3
COc1cccc(S(=O)(=O)N(C)C[C@H]2OCc3cn(nn3)CCCC(=O)N([C@@H](C)CO)C[C@@H]2C)c1,-5.3,0.0,1.6,-1.1,-4.2,9.6,i,-3.1,.,0.9
CCOc1ccc(S(=O)(=O)NCCC(=O)NCCc2ccc(OCC)c(OCC)c2)cc1,-2.4,-1.4,-0.4,-0.3,-8.0,1.5,i,2.1,-7.6,4.7
Cc1ccc2cc(F)c(F)c(F)c2n1,-4.1,-0.7,-1.7,-0.8,-4.5,8.9,i,0.8,.,7.2

# Reformatted with tabs: part of the list above.
SMILES	CSN inh	LMPTP inh	MsrA inhibitor	TbMetRS inhib	NadD block	DNMT1 inh	Rpn11 block	STEP block	Scp1 inh	SUMO1 PPI mod
CC(C)C(OC(=O)c1cc2sccc2n1C)C(=O)NCC1CCCO1 (stereo not drawn)	-4.8	-0.9	0.6	-1.4	8.6	0.7	i	-1.0	-5.5	-5.2
Cc1ccc(NCc2n[nH]c(=S)n2-c2cccc(Cl)c2)cc1	-2.3	0.3	0.2	-0.1	0.9	-1.6	i	0.2	-6.0	2.2

# The list continues.
SMILES,CSN inh,LMPTP inh,MsrA inhibitor,TbMetRS inhib,NadD block,DNMT1 inh,Rpn11 block,STEP block,Scp1 inh,SUMO1 PPI mod
OCCCC1CCCCN1Cc1nc(Cc2ccccc2Cl)no1 (stereo not drawn),-5.0,-0.8,2.4,0.4,-5.9,0.3,i,-0.8,-14.6,2.0
O=C(NCC(c1ccco1)N1CCN(c2ccccc2)CC1)C1CCCCC1 (stereo not drawn),1.5,0.0,-0.3,-0.3,6.0,0.3,i,-0.4,.,-3.7
CC(O)CNCc1ccc(Cl)cc1Cl (stereo not drawn),-1.1,-1.9,-0.4,-0.1,-0.4,5.1,i,-0.9,-6.7,1.3
O=C(Cn1c2ccccc2c(=O)c2ccccc21)Nc1ccccc1F,4.1,24.6,0.9,-0.3,1.7,11.6,i,-1.6,-6.7,1.9
COc1ccc(CNC(=O)C(=O)NCCC2CCCCN2S(=O)(=O)c2ccc(C)cc2)cc1 (stereo not drawn),-0.5,2.0,0.0,-0.4,-2.0,2.6,i,0.5,-7.6,2.7
CCOC(=O)n1c(=O)n(Cc2ccccc2C)c2ccccc21,-7.2,0.1,-1.9,-0.7,-2.3,-1.8,i,-2.3,1.6,-1.3
C[C@H](NC(=O)C1CC(=O)N(c2ccc3c(c2)OCCO3)C1)C(=O)NCc1ccco1 (stereo partly drawn),-8.2,-0.3,0.6,-0.2,-5.8,-1.2,i,-1.9,-5.5,2.2
N#Cc1ccc(C(=O)NCC2CCCCC2)cc1,-4.4,-1.5,-0.8,-0.2,-0.6,2.4,i,1.3,-6.8,4.6
COC(=O)c1c(N)sc(C(=O)NCCc2ccccc2)c1C,0.3,0.7,0.6,-0.7,-1.0,-1.3,i,9.6,-9.6,12.0
CCc1ccc(OCC(=O)N2CCN=C2c2ccccc2)cc1,-3.2,1.0,-0.6,-0.2,-5.5,4.4,i,-1.6,0.2,-2.7
O=C1c2ccccc2NC2(CCCCC2)N1c1ccc(O)cc1,-3.6,1.2,1.6,-1.5,2.4,-3.0,i,-2.1,-4.6,2.3
CCc1nc2ccccc2c(C(=O)OCC(=O)N(C)Cc2ccccc2)c1C,1.0,0.3,0.0,-0.4,7.4,-2.1,i,-4.2,2.3,-1.3
O=c1cc(O)nc(-c2ccc(Cl)cc2)s1,-5.0,1.2,-0.8,0.1,5.5,1.0,i,2.8,7.2,-2.4
COc1c(F)c(F)c(-c2csc(N)n2)c(F)c1F,2.7,1.1,1.4,-1.0,-5.1,-5.8,i,-0.1,-6.9,-2.4
O=C1[C@H](Cc2ccccc2)NCCCC[C@H](c2ccc(Cl)cc2)N1Cc1ccc(Cl)cc1,-2.9,5.4,0.1,-0.2,3.5,-0.7,i,1.4,3.5,5.4
CC(C)c1nc2oc3c(N4CCNCC4)ncnc3c2c2c1CCC2,-1.9,-0.6,-1.9,0.2,-9.0,0.2,i,-3.1,-11.7,1.9
COc1cc(NC(=O)CCCc2c[nH]c3ccccc23)cc(OC)c1,-3.5,0.8,-0.5,-1.4,-2.5,2.0,i,-1.9,2.4,0.8
CCOc1ccc(C(=O)NC(=S)Nc2ncccc2C)cc1[N+](=O)[O-],-7.9,4.5,0.8,-0.4,-1.5,2.9,i,1.6,14.7,-15.3
COc1ccc(OC)c(CNC(=O)CCN2C(=O)COc3ccccc32)c1,2.7,-1.7,-1.5,-0.9,-3.2,-9.3,i,-1.4,-4.0,0.4
Cc1cccc(C)c1NC(=O)C1CSC2(C)CCC(=O)N12 (stereo not drawn),2.6,-0.6,-0.9,-0.3,-3.9,0.6,i,-1.6,3.1,-2.1
N#CC(C#N)=CC1=C2OC(c3ccccc3)=CC(c3ccccc3)=C2CCC1,2.8,6.9,0.1,0.2,7.8,0.5,i,6.0,-7.7,4.8
COc1ccc(S(=O)(=O)NNC(=O)c2cccs2)cc1,-6.5,0.4,0.7,-0.1,-2.3,0.0,i,0.3,10.3,1.0
Cc1cc(=O)oc2c(C)c(OC(C)C(=O)N3CC[C@@]4(O)CCCC[C@H]4C3)ccc12 (stereo partly drawn),1.8,-2.2,0.5,-2.0,-2.0,2.0,i,0.7,4.1,0.9
CC(=O)NNc1nc(-c2ccc(C)cc2)cs1,-6.9,-0.3,0.6,0.3,-0.6,-9.4,i,2.4,-7.2,-0.4

# Outcome played no part in choosing rows. About 3.9% of those tested had a hit in this group.
